# Lmaj promast – reduces viability of Leishmania major promastigotes; resazurin fluorescence viability; inhibition, % at 10 µM; 200,000 tested, 9% active; AID 1063; in the data active = inhibition above about 50%;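 also: promastigotes grown with compound for 44 hours at 28 °C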
# Diaph inh CS – counter-screen for diaphorase-based assays: diaphorase inhibitors and chemical oxidizers; diaphorase resazurin-to-resorufin fluorescence, NADH, 16 min; bacterial (C. kluyveri) enzyme, not human; inhibition, % at 20 µM; AID 1217; 190,000 tested, 0.69% active;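 active = primary screen inhibition at 20 µM above a set limit, cut at about 50% in these data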;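 also: plate controls were DMSO with full reaction for no effect and wells lacking NADH for full effect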
#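 Detection: fluorescence of resorufin formed from resazurin, Ex 544/Em 590 nm; test system: Clostridium kluyveri diaphorase enzyme; amount: 0.14 U/mL diaphorase, enzyme working solution; times: 16-min room-temperature incubation before reading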
# PMI act hi M6P – increases human PMI activity with near-saturating mannose 6-phosphate. P34949. coupled PMI enzyme assay, resazurin fluorescence, 20 min; active compounds read high; 1 = untreated enzyme, 0 = substrate-free blank. activation factor at 20 µM. 190,000 tested, 0.34% active;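 active = activation factor of 2 or more at 20 µM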
# Target sequence (P34949 whole entry, looked up): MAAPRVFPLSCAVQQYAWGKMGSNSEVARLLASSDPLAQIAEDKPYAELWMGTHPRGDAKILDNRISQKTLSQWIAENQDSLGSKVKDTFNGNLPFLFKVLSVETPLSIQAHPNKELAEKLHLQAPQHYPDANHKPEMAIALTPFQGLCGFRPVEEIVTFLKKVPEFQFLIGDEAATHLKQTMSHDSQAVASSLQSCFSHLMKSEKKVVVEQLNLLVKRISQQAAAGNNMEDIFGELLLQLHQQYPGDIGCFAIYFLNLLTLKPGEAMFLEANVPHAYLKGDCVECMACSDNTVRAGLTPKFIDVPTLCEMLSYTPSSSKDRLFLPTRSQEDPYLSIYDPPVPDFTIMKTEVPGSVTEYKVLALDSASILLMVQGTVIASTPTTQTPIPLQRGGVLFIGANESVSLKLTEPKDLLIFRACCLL
#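 Test system: human phosphomannose isomerase with PGI, G6PDH, diaphorase coupling enzymes / Doses: 20 µM compound, 1% DMSO / Times: enzyme reaction with compound 20 min at room temperature / Measured by: Diaphorase-driven resazurin-to-resorufin fluorescence, excitation 544, emission 590 nm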
# TNAP act hiacc – TNAP (human) activation, high acceptor; P05186; activation factor at 20 µM; AID 1136; purified TNAP, CDP-star luminescence, 1 M DEA, 30 min; active compounds read high; 0 = EDTA background, 1 = DMSO-only activity; 200,000 tested, under 10 active;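 active = activation factor at least 2 at 20 µM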
# Target sequence (P05186 whole entry, looked up): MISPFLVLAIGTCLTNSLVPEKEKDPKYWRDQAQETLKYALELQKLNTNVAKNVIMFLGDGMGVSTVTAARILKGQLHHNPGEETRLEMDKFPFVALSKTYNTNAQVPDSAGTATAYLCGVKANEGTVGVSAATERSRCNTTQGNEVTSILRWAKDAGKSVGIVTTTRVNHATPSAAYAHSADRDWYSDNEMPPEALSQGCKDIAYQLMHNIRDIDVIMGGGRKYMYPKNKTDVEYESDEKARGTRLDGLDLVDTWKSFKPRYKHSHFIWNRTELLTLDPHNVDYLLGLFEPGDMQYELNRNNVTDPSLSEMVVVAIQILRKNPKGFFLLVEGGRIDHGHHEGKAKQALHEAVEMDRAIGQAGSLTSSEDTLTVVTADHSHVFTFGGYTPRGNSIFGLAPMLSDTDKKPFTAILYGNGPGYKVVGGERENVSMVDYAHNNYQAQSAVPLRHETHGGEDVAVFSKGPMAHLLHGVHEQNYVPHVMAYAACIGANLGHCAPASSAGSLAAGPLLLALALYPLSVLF
#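 system = human TNAP | amount = enzyme diluted 1/800 final | reagent = 100 µM CDP-star substrate | signal = luminescent substrate turnover signal | dosing = one dose, 20 µM | benchmarks = EDTA negative control, DMSO positive control | measure = activation factor | timing = 30 min reaction, room temperature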
# bIAP inhibitor – intestinal alkaline phosphatase (bovine) inhibition; purified bovine IAP, CDP-star luminescence, 30 min; inhibition, % at 20 µM; 190,000 tested, under 10 active; AID 1019;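 active = over 50% inhibition of intestinal alkaline phosphatase at 20 µM in the single-dose screen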
#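 Incubation: 30 min reaction at room temperature / Material: purified bovine intestinal alkaline phosphatase (IAP) enzyme / Input: enzyme at 1/65,000,000 dilution / Dosing: 20 µM single dose / Signal: CDP-star luminescence signal / Reagent: CDP-star chemiluminescent phosphatase substrate, 30 µM final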
# TNAP inh noacc – TNAP (human) inhibition, acceptor-free conditions | P05186 | purified TNAP, CDP-star luminescence, 30 min | inhibition, % at 20 µM | 200,000 tested, 0.26% active;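 active = tissue-nonspecific alkaline phosphatase inhibition above about 50% at 20 µM in the single-dose screen, limit read from the data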;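 also: 0% = DMSO negative control and 100% = EDTA positive control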
# TNAP inh hiacc – blocks human TNAP under high phosphate acceptor concentration; P05186; purified TNAP, CDP-star luminescence, 1 M DEA; inhibition, % at 20 µM; 200,000 tested, 0.03% active;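 active = over 50% inhibition of tissue-nonspecific alkaline phosphatase at 20 µM in the single-dose screen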;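 also: plate controls were DMSO wells for no effect and EDTA-quenched wells as full inhibition for full effect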
# bIAP act – intestinal alkaline phosphatase (bovine) activation; purified bovine IAP, CDP-star luminescence, 30 min; active compounds read high; fold of DMSO-control signal, blank-subtracted; activation factor at 20 µM; 200,000 tested, 0.17% active;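 active = activation factor of 2 or more at 20 µM, a signal rise over negative controls twice the positive control's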
# Diaphorase act – diaphorase activation or chemical reduction counter-screen; activation factor at 20 µM; 190,000 tested, 0.005% active; Diaphorase/resazurin coupled assay, resorufin fluorescence, 16 min; active compounds read high; 1 = vehicle wells, 0 = NADH-free wells; AID 1229;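 active = diaphorase activity raised at least twofold by the compound at 20 µM; inactive = activation factor below 2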
#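 Test system: Clostridium kluyveri diaphorase, purified enzyme; input: enzyme 0.07 U/mL final; buffer or medium: 50 mM HEPES pH 7.4 with 4.542 mM MgCl2, 0.005% Tween 20; also added: 0.114 mM NADH and 0.1 mM resazurin, final amounts; schedule: 16 min enzyme reaction, ambient temperature; technique: fluorescence of resorufin, 544 nm excitation, 590 nm emission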
# PMI act – phosphomannose isomerase (human) activation | purified human PMI, coupled resazurin fluorescence, 20 min; active compounds read high; 1 = vehicle control, 0 substrate-free wells | 190,000 tested, 0.005% active | AID 1214 | activation factor at 20 µM;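 active = activation factor of 2 or more at 20 µM, relative to plate controls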
# Numbers without * were called inactive; . = no result given.
molecule	Lmaj promast	Diaph inh CS	PMI act hi M6P	TNAP act hiacc	bIAP inhibitor	TNAP inh noacc	TNAP inh hiacc	bIAP act	Diaphorase act	PMI act
Clc1ccc(COn2c(-c3ccc(Cl)cc3)nc3ccccc32)cc1	17.5	13.5	0.9	1	47.5	-11.8	-4.4	0.5	0.9	0.9
O=C(NNC1=NC2(CCCC2)Cc2ccccc21)c1ccncc1	9.1	0.3	1	1	-49.0	-12.9	-4.4	1.5	1	1.1
COc1cccc(NC(=O)c2ccccc2SC)c1	17.3	6.5	1	1	10.0	-15.2	-4.4	0.9	0.9	1
CCOc1cc(/C=N\NC(=O)c2ccc(NC(=O)C(C)(C)C)cc2)ccc1OC(=O)c1ccc(C)cc1	-4.5	1.7	1.1	0.8	11.8	-10.1	19.5	0.9	1	1.1
CC(C)OC(=O)c1ccc(NC(=O)c2cncc(Br)c2)cc1	26.5	23.8	0.9	1	-5.6	-5.4	0.2	1.1	0.8	0.9
NC(=O)C1CCN(C(=O)CN2CCCc3ccccc32)CC1	-1.6	6.0	2*	1	-0.4	-6.0	-3.3	1	0.9	1.5
COC(=O)c1ccc(NC(=S)NCCc2ccc(OC)cc2)cc1	3.0	5.1	1	1	3.3	-7.9	-3.0	1	0.9	1.1
CCN(CC)CCNC(=O)c1ccc(Cl)c(S(=O)(=O)Nc2ccc(Cl)cc2)c1	33.6	-8.6	1.1	1	8.3	-8.9	1.9	0.9	1.1	1.1
COCCCNC(=O)c1ccc2c(=O)n(CC3CCCO3)c(=S)[nH]c2c1 (stereo unspecified)	4.6	13.4	1	1.1	0.3	-3.2	-5.2	1	0.9	1
Cc1nn(CC(=O)Nc2ccccn2)c(C)c1[N+](=O)[O-]	0.7	-4.9	1	1	5.4	-7.1	-1.7	0.9	1	1
COc1cc(N2C(=O)c3ccccc3C2=O)c(Cl)cc1C(=O)OCC(=O)N(C)C	-2.5	9.2	1	1	-9.1	-8.0	0.8	1.1	0.9	1
O=C(COc1ccc(Cl)cc1)Nc1ccc(Cc2ccncc2)cc1	7.4	15.2	0.9	1	-4.0	-14.6	-3.2	1	0.8	1
Oc1c(Br)cc(C2N=C(c3ccccc3Cl)NO2)cc1Br (stereo unspecified)	-4.2	9.5	1	1	11.3	-4.5	0.2	0.9	0.9	1
O=C(O)CCN1C(=O)CC(N2C(=O)/C(=C/c3ccc(Cl)cc3)SC2=S)C1=O (stereo unspecified)	-4.5	5.2	1.1	1	-3.9	63.5*	4.1	1	0.9	1
Cc1nn(Cc2noc(C(=O)NCc3ccc(F)cc3)n2)c(C)c1Br	-1.6	13.5	0.9	1	1.7	-17.0	-3.0	1	0.9	1
Cc1ccc(N2NC3(CCN(C(N)=O)CC3)NC2=O)cc1	5.6	12.7	2.3*	1	-1.4	-8.9	-3.1	1	0.9	1.6
Cc1ccc(-n2c(=O)c3sccc3n(CC(=O)NCc3ccco3)c2=O)cc1F	-5.5	-1.5	1	1	-3.2	-11.7	-3.9	1	1	1.1
O=C1CC(c2ccco2)=Nc2ccccc2N1	-2.2	-2.3	1.1	1	14.4	-5.1	-0.1	0.9	1	1.2
O=C(CCc1ccccc1)Nc1nn[nH]n1	-3.5	11.4	1	1	5.5	-8.3	-3.3	0.9	0.9	1
COc1ccc(C(=O)N2CCc3ccccc32)cc1	-1.5	6.8	1.1	1	-5.1	-8.4	-1.2	1.1	0.9	1.1
CCCCNS(=O)(=O)c1ccc2nc(-c3cccnc3)cc(C(=O)NC3CC3)c2c1	0.2	14.4	0.9	1	5.0	-6.0	-2.9	0.9	0.9	1
O=S(=O)(NCCc1ccccc1)c1ccccc1	-8.9	5.1	1.1	1	8.8	-9.5	-1.8	0.9	0.9	1.1
CC1(C)CC(c2nc(-c3ccccc3)cs2)CCS1 (stereo unspecified)	-3.1	10.0	1	1	19.2	-11.0	-3.2	0.8	0.9	0.9
CC1CN(CCCOc2ccccc2[N+](=O)[O-])CC(C)O1 (stereo unspecified)	90.2*	9.4	0.9	1	-1.9	-6.7	-1.6	1	0.9	0.9
O=C(O)c1ccc(C2SCC(=O)N2Cc2ccccc2)cc1 (stereo unspecified)	-6.6	11.3	0.9	1	9.7	-14.8	-3.1	0.9	0.9	1
COc1cc(C(=O)Nc2nc(-c3cccs3)cs2)cc(OC)c1OC	-3.5	14.6	0.8	1	9.4	-0.3	3.5	0.9	0.9	0.8
CCOC(=O)c1c(NS(=O)(=O)Cc2ccccc2)sc2c1CCCC2	-10.9	13.5	1.1	1	-7.5	-14.8	-2.5	1.1	0.9	1
CCOC(=O)C1CCCN(C(=O)CCCn2nc(C)n3c(cc4sccc43)c2=O)C1 (stereo unspecified)	-5.7	10.7	1	1.1	5.6	4.7	-8.8	0.9	0.9	1
C=CCn1c(SCc2cc(=O)n3ccsc3n2)nc2ccccc2c1=O	24.5	20.4	0.9	1	-19.6	8.0	1.1	1.2	0.8	1
CCOC(=O)C1=C(N)OC2=C(C(=O)CC(C)C2)C1c1cccnc1 (stereo unspecified)	69.7*	11.1	0.9	1	12.3	-13.8	-4.7	0.9	0.9	1
Cc1ccccc1C(=O)c1c[nH]c(C(=O)N=CN(C)C)c1	-4.4	3.8	1	1.1	0.2	-12.1	-6.5	1	1	1.1
Cc1nc(Cl)c(C(=O)NC(=O)Nc2cccc(C(F)(F)F)c2)c(C)c1[N+](=O)[O-]	-5.0	10.1	1	1	13.1	-4.8	-1.7	0.9	0.9	1.1
COC(=O)c1ccc2c(c1)C(C)(C)C(/C=C/c1ccc(O)cc1)=[N+]2C	100.6*	29.2	0.3	0.6	.	48.9	43.6	0.2	0.7	0.3
COc1ccc(CCNS(=O)(=O)c2ccccc2)cc1OC	-6.2	8.1	1	1	16.0	-7.6	0.4	0.8	0.9	1
COc1ccc(C)cc1NC(=O)COCC(=O)O	-1.6	-0.4	1	1	-1.7	7.9	0.1	1	1	1
CCCCn1c(CNC(=O)C(C)(C)C)nc2ccccc21	7.8	15.8	1	1	-48.1	-5.8	-2.8	1.5	0.8	1
Cc1ccc(S(=O)(=O)NC(CC(C)C)C(=O)NCc2ccco2)cc1 (stereo unspecified)	3.4	17.0	1	1	18.9	-18.4	-2.2	0.8	0.8	1
Cc1onc(-c2ccccc2)c1C(=O)N1CCN(CCc2ccccc2)CC1	-2.5	-1.7	1	1	11.6	-6.5	0.0	0.9	1	1
CC(c1ccccc1)C1CC(=O)N(C2CCCCC2)C1=O (stereo unspecified)	-1.0	8.5	1	1.1	9.9	-11.8	-6.9	0.9	0.9	1
COc1ccc(C2=CC(c3cccc(OC)c3)n3nnnc3N2)cc1 (stereo unspecified)	11.8	5.8	1.1	1	10.0	-5.5	0.2	0.9	0.9	1.1
COc1cccc(C(C(=O)NC2CCCCC2)N(CC2CCCO2)C(=O)CNC(=O)c2ccco2)c1 (stereo unspecified)	-7.3	6.5	1.1	1	4.7	-7.3	-0.4	1	0.9	1
Cc1cccc(C)c1NC(=O)CNC(=O)C(NC(=O)c1ccc(C(C)(C)C)cc1)C(C)C (stereo unspecified)	4.5	4.1	1	1	19.5	-9.9	-1.2	0.8	1	1
CCn1c(-c2cccs2)nc2ccccc21	9.6	4.1	1	1	-1.1	-0.7	-0.6	1	1	1.1
NS(=O)(=O)c1ccc(N/N=C2/CCCc3ccccc32)c([N+](=O)[O-])c1	9.3	-1.8	0.9	0.8	18.7	10.7	16.5	0.8	1	1
Cc1cc(N(C(=O)c2ccco2)C(C(=O)NC2CCCCC2)c2ccccc2)ccc1-n1cnnn1 (stereo unspecified)	-6.8	4.3	1	1.1	-5.8	-8.2	-7.3	1.1	1	1
CCCCNC(=O)NC(C(=O)OC)C12CC3CC(CC(C3)C1)C2 (stereo unspecified)	4.6	-10.2	1.1	1	-28.4	-18.0	-2.6	1.3	1.1	1.2
CC(=O)N(C(C)=O)c1ncnc2c1c(-c1ccc(Cl)cc1)nn2C(C)(C)C	2.9	-4.4	1.1	1	-11.8	-9.4	-2.2	1.1	1	1
COc1ccc(-n2nc3cc(C)c(N)c(Br)c3n2)cc1	-2.0	74.0*	0.2	1	10.8	-5.5	-0.6	0.9	0.3	0.1

# Structural class, the entries above containing an aryl methoxy group
molecule	Lmaj promast	Diaph inh CS	PMI act hi M6P	TNAP act hiacc	bIAP inhibitor	TNAP inh noacc	TNAP inh hiacc	bIAP act	Diaphorase act	PMI act
COc1cccc(NC(=O)c2ccccc2SC)c1	17.3	6.5	1	1	10.0	-15.2	-4.4	0.9	0.9	1
COC(=O)c1ccc(NC(=S)NCCc2ccc(OC)cc2)cc1	3.0	5.1	1	1	3.3	-7.9	-3.0	1	0.9	1.1
COc1cc(N2C(=O)c3ccccc3C2=O)c(Cl)cc1C(=O)OCC(=O)N(C)C	-2.5	9.2	1	1	-9.1	-8.0	0.8	1.1	0.9	1
COc1ccc(C(=O)N2CCc3ccccc32)cc1	-1.5	6.8	1.1	1	-5.1	-8.4	-1.2	1.1	0.9	1.1
COc1cc(C(=O)Nc2nc(-c3cccs3)cs2)cc(OC)c1OC	-3.5	14.6	0.8	1	9.4	-0.3	3.5	0.9	0.9	0.8
COc1ccc(CCNS(=O)(=O)c2ccccc2)cc1OC	-6.2	8.1	1	1	16.0	-7.6	0.4	0.8	0.9	1
COc1ccc(C)cc1NC(=O)COCC(=O)O	-1.6	-0.4	1	1	-1.7	7.9	0.1	1	1	1
COc1ccc(C2=CC(c3cccc(OC)c3)n3nnnc3N2)cc1 (stereo unspecified)	11.8	5.8	1.1	1	10.0	-5.5	0.2	0.9	0.9	1.1
COc1cccc(C(C(=O)NC2CCCCC2)N(CC2CCCO2)C(=O)CNC(=O)c2ccco2)c1 (stereo unspecified)	-7.3	6.5	1.1	1	4.7	-7.3	-0.4	1	0.9	1
COc1ccc(-n2nc3cc(C)c(N)c(Br)c3n2)cc1	-2.0	74.0*	0.2	1	10.8	-5.5	-0.6	0.9	0.3	0.1

# Screens: PubChem BioAssay, several laboratories
